Screening results deposited in PubChem BioAssay by several laboratories.
PP5 inh: PP5 phosphatase inhibitors, primary screen, biochemical, fluorescence. Serine/threonine-protein phosphatase 5 (Homo sapiens), P53041. purified PP5c, OMFP substrate fluorescence. inhibition, % at 6.7 µM. 0.18% of 320,000 active;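 active = inhibition above the campaign's mean inhibition across all tested compounds plus 3 SD, cut at about 9.5% in these data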;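 also: 0% = DMSO only and 100% = 100 µM cantharidin control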
Target sequence (P53041 whole entry, looked up): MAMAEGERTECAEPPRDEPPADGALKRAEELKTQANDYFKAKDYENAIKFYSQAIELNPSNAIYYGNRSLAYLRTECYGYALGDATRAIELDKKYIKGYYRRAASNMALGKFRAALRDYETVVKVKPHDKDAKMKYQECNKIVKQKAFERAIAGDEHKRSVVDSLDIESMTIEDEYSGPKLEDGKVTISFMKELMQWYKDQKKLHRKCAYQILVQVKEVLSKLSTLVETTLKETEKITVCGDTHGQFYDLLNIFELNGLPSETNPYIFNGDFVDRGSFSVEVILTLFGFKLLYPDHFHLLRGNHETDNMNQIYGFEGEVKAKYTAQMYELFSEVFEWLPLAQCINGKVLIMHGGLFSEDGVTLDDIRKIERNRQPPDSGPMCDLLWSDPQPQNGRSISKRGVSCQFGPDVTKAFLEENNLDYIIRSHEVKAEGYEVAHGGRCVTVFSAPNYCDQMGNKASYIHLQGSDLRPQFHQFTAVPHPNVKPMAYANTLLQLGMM
Fh CTSL1 inh: Fasciola hepatica cathepsin L1 inhibitors, primary screen, counter-screen for PFM18AAP inhibitor project, biochemical, QFRET, fluorogenic peptide substrate; recombinant F. hepatica cathepsin L1, Z-Leu-Arg-MCA fluorescence; inhibition, % at 5.96 µM; 0.49% of 300,000 active;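 active = inhibition above the mean of all tested compounds plus 3 SD, set per screening campaign, cut at about 17% in these data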;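 also: 0% = plate median of test compound wells and 100% = 1 µM Z-Phe-Ala-diazomethylketone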
core dimer inh: inhibitors of HCV core protein dimerization, primary screen, biochemical, TR-FRET, high-throughput; TR-FRET GST/Flag-core106 dimerization, 1536-well; 0.33% of 300,000 active; inhibition, % at 5 µM;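 active = inhibition above the mean of all tested compounds plus 3 SD, set per screening campaign, cut at about 45% in these data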
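Assay system: GST-tagged and Flag-tagged HCV core protein residues 1-106 / Times: compound-protein-antibody incubation 4 h at 22.5 °C / Signal: time-resolved FRET, ex 340 nm, em 617 and 671 nm / Evaluation: % inhibition based on acceptor/donor emission ratio / Benchmarks: wells lacking GST-core106 and wells with excess unlabelled core106 / Repeats: singlicate, one well per compound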
TPT1 inh: Candida albicans TPT1 enzyme inhibitors, primary screen, biochemical, fluorescence polarization | tRNA 2'-phosphotransferase TPT1 (Candida albicans SC5314) | 0.81% of 300,000 active | inhibition, % at 5 µM | recombinant caTPT1, FP RNA substrate dephosphorylation;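 active = inhibition above the mean of all tested compounds plus 3 SD, set per screening campaign, cut at about 24% in these data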;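 also: plate controls were DMSO alone for no effect and ferristatin control at 100 nM for full effect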
EBNA-1 inhibitor: EBNA-1 DNA-binding inhibitors, primary screen, biochemical, fluorescence polarization | inhibition, % at 14.8 µM | 0.34% of 300,000 active; in the data active = inhibition above about 28%
PREPL inh: PREPL enzyme inhibitors, primary screen, biochemical, fluorescence polarization; Prolyl endopeptidase-like (Homo sapiens), Q4J6C6; recombinant PREPL, fluorescence polarization activity-based probe; inhibition, % at 5.96 µM; 0.68% of 320,000 active; AID 2751, 2010; in the data active = inhibition above about 43%;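 also: 0% = enzyme with DMSO and 100% = wells lacking enzyme; many of its hits are not listed in these tables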
ZTA DNA inh: ZTA (EBV) inhibition in EBNA-1 counter-screen. P03206. 0.15% of 320,000 active. inhibition, % at 11 µM. ZTA-DNA binding, fluorescence polarization; in the data active = inhibition above about 33%
Target sequence (P03206 whole entry, looked up): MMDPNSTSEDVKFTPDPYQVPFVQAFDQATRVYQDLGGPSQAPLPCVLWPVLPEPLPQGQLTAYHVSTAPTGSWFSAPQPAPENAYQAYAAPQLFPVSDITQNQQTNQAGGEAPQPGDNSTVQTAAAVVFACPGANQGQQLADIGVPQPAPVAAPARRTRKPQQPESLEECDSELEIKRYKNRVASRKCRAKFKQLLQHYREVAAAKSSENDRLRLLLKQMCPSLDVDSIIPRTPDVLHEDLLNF
PP1 counter: PP1-alpha phosphatase inhibitors, primary screen, counter-screen for PP5 inhibitor project, biochemical, fluorescence, OMFP substrate, single point; Serine/threonine-protein phosphatase PP1-alpha catalytic subunit (Homo sapiens), P62136; purified PP1alpha; inhibition, % at 6.7 µM; 0.9% of 320,000 active;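 active = inhibition above the mean inhibition of all tested compounds plus 3 SD, computed separately for each screening campaign, cut at about 15% in these data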
Target sequence (P62136 whole entry, looked up): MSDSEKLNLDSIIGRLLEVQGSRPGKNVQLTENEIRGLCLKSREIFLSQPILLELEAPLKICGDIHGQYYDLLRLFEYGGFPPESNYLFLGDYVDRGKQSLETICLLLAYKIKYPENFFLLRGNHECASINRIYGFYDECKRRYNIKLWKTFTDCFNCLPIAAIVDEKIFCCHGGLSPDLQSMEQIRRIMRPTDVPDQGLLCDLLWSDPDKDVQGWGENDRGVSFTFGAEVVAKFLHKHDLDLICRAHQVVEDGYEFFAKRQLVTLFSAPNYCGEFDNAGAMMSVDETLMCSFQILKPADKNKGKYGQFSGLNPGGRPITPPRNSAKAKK
Efflux pump mplx: inhibitors of Candida efflux pumps in yeast, primary screen, S. cerevisiae, Nile Red, multiplex; S. cerevisiae Candida pump triplex; inhibition, % at 10 µM; 0.44% of 330,000 active; AID 485275, 2010;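 active = plate passing quality check with inhibition over a set limit, or well fluorescence over plate mean plus 4 SD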;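 also: Nile Red retained in pooled yeast measured as flow cytometry median fluorescence; 0% = buffer negative control and 100% = Enniatin B positive control; higher means more Nile Red kept so more efflux inhibition; some compounds called inactive have numbers as strong as hits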
* = called active by the depositor; · = no result given. An excerpt. The share of hits here may be higher or lower than overall.

Every second line gives: EBNA-1 inhibitor	PREPL inh	PP5 inh	ZTA DNA inh	PP1 counter	TPT1 inh	Efflux pump mplx	Fh CTSL1 inh	core dimer inh
COc1ccc(S(=O)(=O)N(CCCN2CCCC2=O)Cc2cc3c(C)ccc(C)c3[nH]c2=O)cc1
 : -10	13	3.1	-12	-1	-2	-0.1	-5	10
CC(=O)Nc1ccc(C(=O)Nc2ccc(S(=O)(=O)N3CCOCC3)cc2)cc1
 : -8	5	-0.3	-5	-16	-1	0.2	-3	-12
COc1ccc(-c2nn(-c3ccccc3)cc2C(=O)NC(=S)NNC(=O)c2ccncc2)cc1
 : 0	22	2.7	-2	14	0	0.2	4	4
O=C(CCC(=O)OCc1ccc(C(=O)Oc2ccccc2)cc1)Nc1cccc2ccccc12
 : 6	0	2.0	-3	-6	-1	0.5	-18	4
N#CC1=C2N=C(N)c3ccccc3N2C2=C(C(=O)CCC2)C1c1ccc(F)cc1 (centres undefined)
 : -5	12	2.1	-4	3	-1	0.0	-2	5
O=C(Nc1ccc(Br)cc1)C1CCCN(C2=NS(=O)(=O)c3ccccc32)C1 (centres undefined)
 : ·	8	-0.4	12	0	·	0.0	·	·
CCOc1ccccc1N1CCN(C(=O)NCc2ccc(Cl)cc2)CC1
 : -16	13	0.9	1	6	-2	0.1	0	-15
COc1ccc(-n2c(C)ccc2-c2ccccc2)cn1
 : 10	6	0.0	6	-5	-29	-0.1	6	10
CC(=O)c1ccc(NCCC(=O)c2ccccc2)cc1
 : 2	15	0.8	-1	-7	-3	-0.1	5	-2
CCOC(=O)c1cnc(SC2CC(=O)N(c3ccc(C)cc3)C2=O)nc1N (centres undefined)
 : 6	-4	3.0	-1	-1	0	0.1	5	5
CCCCC[C@H]1CN(CCc2ccccc2)C(=O)[C@@H]1CC(=O)NCc1ccc(OC)cc1
 : -2	18	5.3	-1	4	-5	0.1	7	-6
CC(=O)C1=C(O)C(=O)N(c2ccc(C)cc2)C1c1ccc([N+](=O)[O-])cc1 (centres undefined)
 : 6	5	-0.9	-9	0	-3	-0.1	4	1
O=S(=O)(NC1=NCCCCC1)c1ccc2sc(NS(=O)(=O)c3ccc4ccccc4c3)nc2c1
 : 2	-2	0.4	4	2	5	0.0	7	4
COc1cccc(NC(=O)[C@@H](NC(=O)N2CCn3c2nc2ccccc23)C(C)C)c1
 : -2	10	2.7	-6	-2	-4	0.2	-3	-5
Cc1ccc(NC(=O)CCc2c[nH]c3ccccc23)nc1
 : 4	-9	0.3	7	-3	-1	0.2	-2	6
Cc1cc(N2CCN(C(=O)Nc3ccc(F)cc3F)CC2)c2ccccc2n1
 : 6	10	-1.6	-12	-1	-3	-0.1	3	-7
Cc1ccccc1S(=O)(=O)Nc1nc2ccccc2nc1N1CCOCC1
 : -9	22	-1.3	-11	-1	-1	0.1	6	5
CCCCn1c(SCn2nnc3ccccc3c2=O)nc2cc(S(N)(=O)=O)ccc21
 : 13	-5	1.4	-1	-1	0	0.0	5	20
COc1cccc(NC(=O)N2CCOCC2)c1
 : -1	0	2.0	-12	-4	1	0.0	-2	-1
COC(=O)[C@H](CC(C)C)NC(=O)NC1CCCCC1C (some centres undefined)
 : 5	18	1.5	-2	2	-2	0.0	6	-2
O=C(COC(=O)c1cc([N+](=O)[O-])ccc1N1CCOCC1)NC1CCCCC1
 : 12	10	0.0	13	-3	0	-0.1	1	-1
CCN(CC(=O)Nc1c(F)cccc1F)C(=O)CCCOc1ccc(OC)cc1
 : -8	4	-0.5	-1	-5	1	-0.1	1	2
Cn1nc(C(C)(C)C)c([N+](=O)[O-])c1C(=O)NCCO
 : -2	-6	1.1	-2	-3	3	0.1	2	-2
O=C(c1cnn(C(=O)CN2CCCC2=O)c1)c1ccccc1O
 : ·	6	-0.5	1	1	·	-0.1	·	·
NC(=O)c1c(NC(=O)Cn2nc(C(=O)O)c3ccccc3c2=O)sc2c1CCC2
 : 3	0	0.8	-1	9	1	0.1	-1	4
Cc1cc(Cl)c2oc(C(=O)NCCN3CCOC3=O)c(C)c2c1
 : 3	-5	1.7	-1	-1	-1	-0.1	-1	-4
Cc1ccc(S(=O)(=O)N2CCCCC2)cc1NC(=O)c1c(-c2ccccc2)noc1C
 : ·	4	1.4	2	1	·	-0.1	·	·
O=C(NC1CC1)C1=C[C@@H](C2CCCCC2)C[C@@H](OCCCCO)O1
 : 1	-3	2.8	5	0	-3	-0.1	-3	6
CCn1c2c(c3cc(Cl)ccc31)CCCC2=O
 : 0	-1	3.3	1	-1	0	0.2	-2	2
O=C(Nc1c(C(=O)O)[nH]c2ccc(F)cc12)c1cccc(C(F)(F)F)c1
 : 3	19	3.3	-2	2	-3	-0.1	8	0
CCOc1ccc(-n2c(SCc3nc(-c4ccc(C)cc4)no3)nnc2-c2ccncc2)cc1
 : 3	-5	4.1	2	7	0	-0.3	1	7
COc1ccc(-c2noc(N3CCCC(C(=O)Nc4cc(F)ccc4F)C3)n2)cc1 (centres undefined)
 : 1	-8	3.5	-3	3	-1	-0.1	1	13
O=C(COC(=O)c1ccncc1)Nc1cc(Cl)ccc1Cl
 : -2	13	0.2	-5	-4	1	0.2	0	0
c1ccc(-c2noc(COc3ccc4c(c3)OCO4)n2)cc1
 : 3	-16	0.9	3	0	0	0.0	-4	3
O=C(NNc1ccccc1F)c1ccccc1
 : 4	0	-1.7	7	-4	-3	-0.3	-1	3
CCOc1ccc(N2CC(C(=O)Nc3ccccc3C(=O)N3CCOCC3)CC2=O)cc1 (centres undefined)
 : 3	-1	0.2	10	6	0	0.0	0	7
CCOc1ccc(NC(=O)c2ccccc2OC)cc1
 : 3	1	1.5	-3	-2	0	0.1	-2	-2
CCOC(=O)c1c(C)c(C(=O)NCc2ccc3c(c2)OCO3)c(C)n1CC
 : -2	1	2.4	-3	1	3	-0.3	-3	2
N#CC1=C(N)Oc2n[nH]c(CSc3ccccc3)c2C12C(=O)Nc1ccccc12 (centres undefined)
 : -1	-10	0.7	-10	1	1	-0.1	5	-1
N#CC1=C(N)NC(SCc2ccc(Br)cc2)=C(C#N)C12CCCCC2
 : -8	14	9.0	-8	12	-1	0.1	-2	-6

The final 2 compounds of the part before open the next one:
Every second line gives: EBNA-1 inhibitor	PREPL inh	PP5 inh	ZTA DNA inh	PP1 counter	TPT1 inh	Efflux pump mplx	Fh CTSL1 inh	core dimer inh
N#CC1=C(N)Oc2n[nH]c(CSc3ccccc3)c2C12C(=O)Nc1ccccc12 (centres undefined)
 : -1	-10	0.7	-10	1	1	-0.1	5	-1
N#CC1=C(N)NC(SCc2ccc(Br)cc2)=C(C#N)C12CCCCC2
 : -8	14	9.0	-8	12	-1	0.1	-2	-6
COc1ccccc1CN1CCN(C(c2ccccc2)c2ccccc2)CC1
 : -1	9	2.8	9	4	1	0.0	1	11
S=C(Nc1ccc(Cl)cc1)N1CCN(Cc2ccccc2)CC1
 : 3	2	0.5	6	1	-1	0.1	-4	-2
CN(C)CCCN(C(=O)c1ccc(C(=O)c2ccccc2)cc1)c1nc2ccc(F)cc2s1
 : -5	2	0.8	-7	-3	5	0.1	0	-14
CC(C)C(=O)N1C2CCC1CC(O)(c1ccc(F)cc1)C2 (centres undefined)
 : 9	0	-0.5	-5	-4	-2	0.2	0	1
Cc1c(C(=O)N2CCN(Cc3ccccc3)CC2)oc2c1C(=O)CC(C)(C)C2
 : 2	25	-2.3	1	-2	0	0.1	7	-3
O=C(CN(Cc1ccccc1Cl)C(=O)c1csnn1)NCc1ccc2c(c1)OCO2
 : 9	10	2.2	-19	1	-5	-0.2	0	1
COc1ccc(C2(O)C(=O)Nc3ccc(C)cc32)cc1OC (centres undefined)
 : 3	-8	6.8	17	-2	4	0.1	-2	2
Cc1nc(/N=C(\N)NC(=O)N2c3ccccc3Sc3ccccc32)nc2ccccc12
 : 1	-1	-2.4	2	-2	5	-0.2	-2	6
Cc1cc(C)c(C#N)c(SCc2ccccc2)n1
 : -11	0	4.4	-5	0	-2	0.2	0	2
CNS(=O)(=O)c1ccc(NC(=O)Nc2cccc(F)c2)cc1
 : -15	10	1.1	-2	-11	2	0.2	-7	-1
C/C(=N\Nc1nc(C)cc(=O)[nH]1)C1CC1
 : -8	3	-2.3	4	0	2	0.1	0	0
C#Cc1ccc([C@@H]2C=C(C(=O)OCC=C)O[C@H](OCc3ccc(CO)cc3)C2)cc1
 : -3	4	3.3	-22	4	-1	0.5	2	43
COc1ccc(OC)c(C(O)c2coc3ccc(O)c(CN(C)C)c23)c1 (centres undefined)
 : -5	6	-0.1	-22	-3	-6	0.0	0	-5
COc1ccc(F)c(CN2CCCC(CNS(=O)(=O)c3cccc4cccnc34)C2)c1 (centres undefined)
 : 11	6	-0.2	-3	-5	3	-0.1	2	7
CCCCOP(=O)(c1ccc(N(C)C)cc1)C(O)c1cccnc1 (centres undefined)
 : 3	10	-3.6	-6	-6	0	0.0	1	-3
Cc1ccc(S(=O)(=O)NCC(=O)N(CC(=O)NCc2ccco2)Cc2cccs2)cc1
 : 0	-2	-1.0	2	-5	-5	-0.1	-4	0
CCC(NC(=O)CNC(=O)CNC(=O)c1ccc(Cl)cc1Cl)c1ccc(C)cc1 (centres undefined)
 : 0	13	3.6	5	0	3	0.0	-2	0
NC(=O)CC(NC(=O)Cc1ccc(Cl)cc1)c1ccc(NCCOc2ccccc2)c([N+](=O)[O-])c1 (centres undefined)
 : 9	-9	2.0	-16	14	1	-0.1	-2	-5
O=C(CCN1C(=O)C2C3C=CC(C3)C2C1=O)N1CCN(c2ccccc2Cl)CC1 (centres undefined)
 : 6	13	0.1	4	0	-6	0.1	1	1
CCc1ccc(-c2cc(C(=O)N/N=C/c3c[nH]c4ccccc34)[nH]n2)cc1
 : -2	38	8.1	-1	3	1	-0.1	9	2
Cc1[nH]c2ccccc2c1N=Nc1cccc(C(=O)O)c1
 : 10	-2	1.2	3	0	-1	0.0	3	-14
CCOC(=O)N1CCN(C(=O)CCCn2c(=S)[nH]c3ccc(Br)cc3c2=O)CC1
 : 7	-10	0.0	-4	2	0	0.0	-2	-7
COc1cc(C(=O)NC(=S)Nc2ccc([N+](=O)[O-])cc2C)cc(OC)c1OC
 : 1	9	-2.2	13	-5	0	-0.1	2	4
COc1ccc(C(CNC(=O)c2cccc(S(=O)(=O)N3CCCC(C)C3)c2)N(C)C)cc1 (centres undefined)
 : ·	10	4.0	-8	1	·	0.0	·	·
CCn1c(-c2c(Cl)c(C)nn2C)n[nH]c1=S
 : -5	6	1.3	-21	-2	-2	0.0	-1	-4
Cc1ccc(/C=N\NC(=O)CC(=O)NCCc2ccccc2)cc1
 : -1	-20	2.2	-3	-2	-2	0.1	0	0
Cc1cc(NS(C)(=O)=O)c(=O)n(Cc2c(F)cccc2Cl)c1
 : -7	9	-0.6	-26	-1	2	-0.1	-1	-6
COC(=O)c1ccc(NC(=O)CCOc2ccccc2)cc1
 : 1	-4	-0.3	16	-3	1	0.0	-2	0
O=C(CSC1=NCCS1)N1CCN(c2ccccc2)CC1
 : 10	11	1.7	6	2	-3	0.0	-2	1
CCc1nnc(NC(=O)c2ccc(S(=O)(=O)NC3CCCCC3)cc2)s1
 : -4	-8	1.0	8	-3	-4	0.0	0	11
